ARNT TACC3 PPI: disruptors of human ARNT/TACC3 interaction; Q9Y6A5; AlphaScreen His-ARNT PAS-B/GST-TACC3 binding, luminescence; TACC3 fragment carries E629A point mutation; inhibition, % at 9.99 µM; 0.66% of 390,000 active; AID 623870;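 active = mean inhibition of replicates at least 50% and at least half of replicates each reaching 50%; inconclusive = half or more replicates reach 50% but mean below 50%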;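 note: 0% = complete ARNT plus TACC3 wells and 100% = ARNT alone without TACC3; many hits fall short of the cut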
EWS-Fli block: EWS/Fli transcriptional activity inhibition; 0.67% of 350,000 active; inhibition, % at 12.6 µM; A673 NR0B1-luciferase reporter, viability-normalised;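 active = mean inhibition of at least 50% after viability correction, with every replicate also passing that limit; inconclusive = mean reaches 50% but only one of two replicates passes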;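 note: firefly luciferase signal divided by Alamar Blue viability fluorescence both relative to DMSO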
LGR2 inh: Drosophila LGR2 receptor signaling inhibition. HEK293 LGR2, CRE-luciferase, bursicon-stimulated, 4 h. inhibition, % at 9.99 µM. 0.35% of 380,000 active. AID 720647;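 active = drop in luminescence signal, shown as inhibition above about 50% in the replicate tests, limit read from the data, passing the limit was not always enough; inconclusive = probably only some replicates passing the limit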;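 note: agonist challenge used bursicon conditioned medium at about half maximal strength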
Casp6 inh: blocks human caspase-6 cleavage activity; P55212; purified caspase-6, Z-VEID-R110 cleavage fluorescence; inhibition, % at 12.5 µM; 0.53% of 350,000 active; AID 686996;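 active = mean inhibition across replicates at least about 35%, with every replicate also reaching that limit, limit read from the data; inconclusive = only one of the two criteria met; inactive = neither criterion met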;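 note: 0% = median of neutral control wells and 100% = no fluorescence left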
Target sequence (P55212 24-179 limits assumed): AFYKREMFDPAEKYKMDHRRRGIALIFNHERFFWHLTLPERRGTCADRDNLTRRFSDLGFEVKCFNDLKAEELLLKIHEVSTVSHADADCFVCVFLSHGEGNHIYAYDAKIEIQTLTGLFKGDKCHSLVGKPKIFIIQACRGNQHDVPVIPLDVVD
Target sequence (P55212 194-293 limits assumed): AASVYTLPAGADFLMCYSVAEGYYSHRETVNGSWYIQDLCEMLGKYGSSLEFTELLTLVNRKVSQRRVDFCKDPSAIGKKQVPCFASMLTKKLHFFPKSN
SIRT5 inh: sirtuin-5 (human) deacylase inhibition; Q9NXA8; Purified SirT5, succinyl-peptide AMC, trypsin-coupled fluorescence; inhibition, % at 15 µM; 1.1% of 330,000 active; AID 652115; in the data active = inhibition above about 15%; inconclusive = no clear call, values can overlap the other calls
Target sequence (Q9NXA8 whole entry, looked up): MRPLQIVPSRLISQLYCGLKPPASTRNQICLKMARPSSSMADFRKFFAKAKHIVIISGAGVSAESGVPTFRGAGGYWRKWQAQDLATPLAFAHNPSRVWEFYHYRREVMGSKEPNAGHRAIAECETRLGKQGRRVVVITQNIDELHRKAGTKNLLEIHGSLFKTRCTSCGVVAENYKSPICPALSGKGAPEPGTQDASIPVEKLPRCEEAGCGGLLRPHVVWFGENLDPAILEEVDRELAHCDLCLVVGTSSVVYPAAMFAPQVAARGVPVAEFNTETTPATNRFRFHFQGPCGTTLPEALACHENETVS
PAX8 inh HTS: lowers PAX8-driven luciferase in RMG-I cells | AID 652154 | 1.2% of 360,000 active | inhibition, % at 12.6 µM | RMG-I TPO-luciferase reporter, SteadyGlo, 24 h;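 active = mean replicate inhibition at least 60% with every replicate also reaching 60%; inconclusive = only one of the two criteria is met; inactive = mean below 60% and not all replicates reaching 60%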;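 note: luciferase light reporting Pax8 driven TPO promoter activity; plate controls were median of neutral control wells for no effect and mitoxantrone controls for full effect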
DENV2 CPE: DENV2-induced cell death inhibition; DENV2-infected cells, cytopathic effect rescue, plate reader; CPE inhibition, % at 9.99 µM; 1.7% of 350,000 active; AID 651640; in the data active = CPE inhibition above about 20%, passing the limit was not always enough; inconclusive = no clear call, values can overlap the other calls; tested in BHK-21 cells;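 note: 0% = median of neutral control wells and 100% = median of positive control wells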
* = called active by the depositor; ? = inconclusive; nt = no result given.

cpd	SMILES	ARNT TACC3 PPI	EWS-Fli block	LGR2 inh	Casp6 inh
1	Cc1ccc(CNC(=O)COC(=O)CCOc2ccc(C)cc2)cc1	1	5	-24	4
2	Cc1ccc(C(=O)/C=C/Nc2ccccc2C(N)=O)o1	7	-94	-21	0
3	Cc1ccc(OCCC(=O)OCC(=O)Nc2ccc3c(c2)OCCO3)cc1	3	7	1	-1
4	Cc1cc(C)n2c(=O)c3ccc(Cl)cc3nc2c1C#N	-8	-3	-33	3
5	COc1ccc(/C=C2\SC(=O)N(CC(=O)Nc3cccc(C)c3)C2=O)cc1O	6	72*	-17	1
6	CCC(C)N(C(=O)COC(=O)CSc1ccc([N+](=O)[O-])cc1)C1CCS(=O)(=O)C1 (stereo not given)	nt	0	-3	0
7	COc1c(C)cc(C(O)c2ncc(-c3ccccc3Cl)[nH]2)cc1C (stereo not given)	nt	10	-4	4
8	O=C(NCCc1cccnc1)C1CCC(=O)N(CCc2cccc(F)c2)C1 (stereo not given)	2	1	1	-5
9	C[C@H]1CN([C@@H](C)CO)C(=O)c2cc(NC(=O)Nc3ccc4c(c3)OCO4)ccc2O[C@@H]1CN(C)C(=O)Nc1cccc2ccccc12	-8	6	4	0
10	CCOc1ccc2oc(C(=O)OCC(=O)NCC3CCCO3)c(C)c2c1 (stereo not given)	10	-15	-10	0
11	COc1cccc(NC(=O)n2nc(N)cc2-c2ccc(Cl)cc2)c1	-1	-13	0	-2
12	Cc1cc(C(=O)Nc2ccc(C(=O)O)cc2)c(C)o1	-29	-4	-9	11
13	Nc1ccc2c(c1)C(=O)c1ccccc1C2=O	1	-89	-67	2
14	C[C@@H]1CN([C@H](C)CO)C(=O)c2cc(NC(=O)C3CCCCC3)ccc2O[C@H]1CN(C)C(=O)Nc1ccccc1	nt	6	6	1
15	CN(NC1OC(=O)c2ccccc21)c1ccc(C(F)(F)F)cc1[N+](=O)[O-] (stereo not given)	nt	7	4	-5

cpd	SIRT5 inh	PAX8 inh HTS	DENV2 CPE
1	-2	2	3
2	-2	nt	-6
3	-4	nt	4
4	0	21	7
5	1	-11	0
6	-14	12	-3
7	2	3	0
8	-5	nt	4
9	0	nt	8
10	-5	-16	-4
11	-2	13	4
12	2	-30	6
13	1	-308	-3
14	-1	9	-5
15	-3	-12	-4

The list continues:
cpd	SMILES	ARNT TACC3 PPI	EWS-Fli block	LGR2 inh	Casp6 inh
16	CC1(C)C([N+](=O)[O-])C(c2ccc(F)cc2)NC(c2ccc(F)cc2)C1[N+](=O)[O-] (stereo not given)	-12	15	6	-1
17	CC1CC(=O)N(c2ccc(NCCc3ccc(O)cc3)c([N+](=O)[O-])c2)C1=O (stereo not given)	8	-18	4	2
18	CC1CCCCC1NC(=O)COC(=O)/C=C/c1ccco1 (stereo not given)	-3	1	6	14
19	CCCCCOc1ccc(C(=O)NCCC(=O)NCCCC(=O)OCC)cc1	-11	0	nt	1
20	CCOc1cc(C(=O)Nc2ccc(C)cc2C)ccc1OCC(=O)N1CCCCC1	-6	nt	8	nt
21	Cc1nc2ccc(NC(=O)CS(=O)(=O)c3ccccc3)cc2s1	-1	-86	-44	-1
22	CC(=O)c1cccc(NC(=O)C(C)N2CCc3ccccc3C2)c1 (stereo not given)	-1	4	5	-2
23	Cc1ccc(S(=O)(=O)N2CC[C@@H]3[C@H]2c2cc(C4=CCCCC4)ccc2N(C)[C@H]3CO)cc1	-1	1	19	-1
24	C#CCn1cc(/C=C2\NC(=O)NC2=O)c2ccccc21	-27	3	-8	2
25	Cc1nn(C)c(C(=O)Nc2ccc3c(c2)OCO3)c1[N+](=O)[O-]	9	-15	-18	2
26	CC(C)NC(=O)Nc1ccc2c(c1)C(=O)N([C@H](C)CO)C[C@@H](C)[C@@H](CN(C)Cc1ccc(C(F)(F)F)cc1)O2	-7	3	7	0
27	CC1Cc2ccccc2N1C(=O)CSc1nnc(C2CC2)n1C (stereo not given)	1	2	2	1
28	CC(C)(C)Cc1c(C2CCCCC2)nc2ccc(Cl)cn12	nt	-3	-13	2
29	C[C@@H]1CN([C@H](C)CO)S(=O)(=O)c2ccc(Br)cc2O[C@@H]1CN(C)Cc1ccncc1	0	-2	10	1
30	C[C@@H]1CN([C@@H](C)CO)C(=O)c2cc(NC(=O)Nc3ccc(F)cc3)ccc2O[C@@H](C)CCCCO[C@@H]1CN(C)CC1CCCCC1	20	8	-4	5

cpd	SIRT5 inh	PAX8 inh HTS	DENV2 CPE
16	11	28	18
17	0	0	5
18	-3	-7	4
19	-5	-4	9
20	nt	2	nt
21	-28	-198	-1
22	-1	15	2
23	7	10	4
24	-3	10	1
25	2	2	8
26	2	-2	-15
27	-3	78*	-1
28	-2	-8	-20
29	-4	nt	?
30	9	-12	2

The list continues.
cpd	SMILES	ARNT TACC3 PPI	EWS-Fli block	LGR2 inh	Casp6 inh
31	CC(C)NC(=O)c1cc(C2CCCCN2S(=O)(=O)c2cccc3cccnc23)on1 (stereo not given)	nt	-9	-4	1
32	CCC(=O)N(C)C[C@H]1Oc2ncc(-c3cccc(OC)c3)cc2C(=O)N([C@@H](C)CO)C[C@H]1C	2	5	2	-2
33	COc1cc2c(cc1OC)C(C(=O)NCCN(C)C)C(c1cccs1)N(C)C2=O (stereo not given)	-2	6	-2	7
34	COc1ccc2cc(OCC(=O)NNC(=O)Nc3ccc(C(C)=O)cc3)ccc2c1	-6	-29	-13	7
35	CC(C)[C@H](NC(N)=O)C(=O)NNC(=O)COc1cccc(C(F)(F)F)c1	-5	-29	-13	3
36	CO[C@H]1CN(C)C(=O)c2cc(NS(=O)(=O)c3cccc(F)c3)ccc2OC[C@@H](C)N(Cc2cc(F)ccc2F)C[C@@H]1C	-12	12	37	-1
37	O=C(C1CCOCC1)N1CC[C@@H]2[C@H]1c1cc(-c3ccc(F)cc3)ccc1N[C@@H]2CO	5	-7	-8	2
38	CC(C)(C)C(=O)Nc1ccc(C(=O)CSc2nnc(C3CC3)n2C2CC2)cc1	nt	-7	3	0
39	COCC(=O)N1[C@H](C#N)[C@@H](c2ccc(C3=CCCCC3)cc2)[C@@H]1CO	3	-7	-22	2
40	COc1ccccc1/C=C\C=N\NC(=O)CCn1nnc2ccccc21	2	-1	-8	1
41	CCOC(=O)[C@H]1[C@H]2COc3ccc(Br)cc3[C@@H]2N2C(=O)CN(C)C(=O)[C@@]12C	0	10	-7	-1
42	CC(NC(=O)c1ccccc1F)c1nnc(SCc2nc3ccccc3c(=O)[nH]2)n1C (stereo not given)	-3	-1	12	5
43	N#C/C(=C\c1ccccc1C(=O)O)c1nc2ccccc2[nH]1	5	-4	-19	4
44	O=C(CN1CCOCC1)NCC[C@H]1CC[C@H](NC(=O)Nc2ccc(Cl)cc2)[C@H](CO)O1	nt	-43	1	-1
45	CCC(C)Sc1ccc([C@H]2N[C@@](CC(C)C)(C(=O)OC)[C@H]3C(=O)N(C)C(=O)[C@@H]23)cc1 (stereo not given in full)	14	13	-1	-3

cpd	SIRT5 inh	PAX8 inh HTS	DENV2 CPE
31	nt	-4	-10
32	6	5	0
33	-9	3	8
34	-3	nt	1
35	-1	1	1
36	13	nt	22*
37	0	-11	-6
38	0	-13	-8
39	-2	0	-1
40	2	-14	-1
41	-1	-19	?
42	4	16	4
43	0	-5	-3
44	-1	0	-6
45	nt	7	?

(further entries)
cpd	SMILES	ARNT TACC3 PPI	EWS-Fli block	LGR2 inh	Casp6 inh
46	O=C(NC(=S)Nc1ccccn1)c1ccco1	13	nt	-2	nt
47	CCOc1cc(C2Nc3ccccc3NC3=C2C(=O)CC(C)(C)C3)ccc1O (stereo not given)	-4	-1	-17	6
48	C[C@H](CO)N1C[C@H](C)[C@@H](CN(C)S(=O)(=O)c2ccccc2)Oc2c(NS(=O)(=O)c3ccc(Cl)cc3)cccc2C1=O	3	-2	-3	nt
49	CCOc1ccc(N2CC(C(=O)NCc3ccc(C)n3C)CC2=O)cc1 (stereo not given)	-1	7	10	2
50	CCC(=O)N(C)CCc1cc2c(c(OC)c1/C=N/Nc1ccc(C(=O)O)cc1)OCO2	0	4	-16	1
51	COc1ccc(C(=O)NNC2=CC(=O)CC(C)(C)C2)cc1OC	0	nt	7	nt
52	Cc1cccc(C)c1NC(=O)C1(C)CN(S(C)(=O)=O)CC(=O)N1Cc1cccs1 (stereo not given)	nt	1	2	1
53	COc1cc(C#N)ccc1OCC(=O)Nc1cccc(S(=O)(=O)N(C)c2ccccc2)c1	nt	-1	0	0

cpd	SIRT5 inh	PAX8 inh HTS	DENV2 CPE
46	nt	-58	nt
47	-1	2	1
48	3	20	-7
49	-1	14	4
50	-1	-11	6
51	nt	-12	nt
52	-2	7	-11
53	-2	24	2

Among those listed so far, these contain an aryl methoxy group:
cpd	SMILES	ARNT TACC3 PPI	EWS-Fli block	LGR2 inh	Casp6 inh
5	COc1ccc(/C=C2\SC(=O)N(CC(=O)Nc3cccc(C)c3)C2=O)cc1O	6	72*	-17	1
7	COc1c(C)cc(C(O)c2ncc(-c3ccccc3Cl)[nH]2)cc1C (stereo not given)	nt	10	-4	4
11	COc1cccc(NC(=O)n2nc(N)cc2-c2ccc(Cl)cc2)c1	-1	-13	0	-2
32	CCC(=O)N(C)C[C@H]1Oc2ncc(-c3cccc(OC)c3)cc2C(=O)N([C@@H](C)CO)C[C@H]1C	2	5	2	-2
33	COc1cc2c(cc1OC)C(C(=O)NCCN(C)C)C(c1cccs1)N(C)C2=O (stereo not given)	-2	6	-2	7
34	COc1ccc2cc(OCC(=O)NNC(=O)Nc3ccc(C(C)=O)cc3)ccc2c1	-6	-29	-13	7
40	COc1ccccc1/C=C\C=N\NC(=O)CCn1nnc2ccccc21	2	-1	-8	1
50	CCC(=O)N(C)CCc1cc2c(c(OC)c1/C=N/Nc1ccc(C(=O)O)cc1)OCO2	0	4	-16	1
51	COc1ccc(C(=O)NNC2=CC(=O)CC(C)(C)C2)cc1OC	0	nt	7	nt
53	COc1cc(C#N)ccc1OCC(=O)Nc1cccc(S(=O)(=O)N(C)c2ccccc2)c1	nt	-1	0	0

cpd	SIRT5 inh	PAX8 inh HTS	DENV2 CPE
5	1	-11	0
7	2	3	0
11	-2	13	4
32	6	5	0
33	-9	3	8
34	-3	nt	1
40	2	-14	-1
50	-1	-11	6
51	nt	-12	nt
53	-2	24	2

Screening results: PubChem BioAssay, Broad Institute

Compounds were not picked by outcome; overall some 4.9% were active at least once.
